FUS suppressor – qHTS for Suppressors of FUS Proteinopathy: Primary screen using FUS-linked yeast assay; S. cerevisiae FUS-expressing, growth rescue, OD600, 24 h; Potency, µM (series often up to 76.6 µM), without a hit: top-dose growth rescue (activation), usual class: activators; 390,000 tested, 0.24% active; AID 1347120, 2019;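 also: potency is read from the fitted curve at half-maximal effect; plate controls were DMSO vehicle for no effect and reference control for full effect; nearly all actives have a fitted effect of over 55% in size; some results filed as inactive show a strong effect at the top dose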
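S. cerevisiae expressing FUS from galactose induction served as the toxicity model. Growth after 24hr at 30C, read as absorbance at 600 nm, indicates suppression of toxicity; compounds dosed at several concentrations.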
PLK1 PBD block – qHTS for Inhibitors of PLK1-PDB (polo-like kinase 1 - polo-box domain): Primary Screen; Serine/threonine-protein kinase PLK1 (Homo sapiens), P53350; Plk1 PBD binding of FITC phosphopeptide, fluorescence polarization; Potency, µM, without a hit: max response, negative = inhibition, actives largely listed as inhibitors; 360,000 tested, 2.8% active; also: potency is read from the fitted curve at half-maximal effect; series mostly up to about 57 µM; % is scaled to controls: 0 for no effect and ±100 for the full control effect; nearly all actives have a fitted effect of over 65% in size
PI5P4Ka inh – qHTS for Inhibitors of phosphatidylinositol 5-phosphate 4-kinase (PI5P4K); Phosphatidylinositol 5-phosphate 4-kinase type-2 alpha (Homo sapiens), P48426; PI5P4Kalpha enzyme, ADP-Glo luminescence, 60 min; active compounds read low; max response, %; 330,000 tested, 1.2% active; AID 652105, 2013; active = max response of -50% or lower; inconclusive = between -30% and -50%; inactive = -30% or higher; also: value at the top dose of about 77 µM; % is scaled to controls: 0 for no effect and ±100 for the full control effect
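qHTS, 1536-well: enzyme/substrate mix, compound by pin tool, 5 microM ATP final; RT 60 min; ADP-Glo reagents 1 (45 min) then 2 (30 min); luminescence.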
Abeta rescue – qHTS for compounds that reverse cellular toxicity of Amyloid beta (A-beta) peptide in yeast: Primary Screen; yeast expressing A-beta42, growth rescue, OD600, 48 h; response scale: 0% DMSO, 100% iron-clioquinol control; 410,000 tested, 0.063% active; AID 1347071, 2019; Potency, µM (top dose mostly 46.1 µM), inactives show at the top dose growth rescue, usual class: activators; also: potency is read from the fitted curve at half-maximal effect; nearly all actives have a fitted effect of over 55% in size
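Yeast growth medium received pinned compounds, then yeast cells expressing toxic A-beta were added; plates incubated at 30 C for 48 hr. Growth read as absorbance at 600 nm, normalized to DMSO and equimolar FeCl3 plus clioquinol controls.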
IL-2 act – qHTS of IL-2 Activators | 360,000 tested, 0.065% active | activation, % (series mostly up to about 46 µM) | IL-2 activation reporter assay, cell-based qHTS; stimulated with anti-CD3/CD4/CD28 beads; in transgenic mouse T cells | AID 652025, 2013; in the data active = activation above about 50%; inconclusive = mostly about 30% to 49%; also: 0% is about no effect
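Readout is EGFP and DsRed signal by fluorescent plate cytometry after 18 h at 37 degrees C. Transgenic mouse T cells (750/well) received compound for 60 min before bead stimulation (anti-CD3, anti-CD4, anti-CD28); memory T cells served as non-tolerant control.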
WRN helicase inh – qHTS for Inhibitors of WRN Helicase | WRN helicase unwinding, fluorescent forked duplex, kinetic | Potency, µM (highest dose often 114 µM), for inactives: top-dose activity change, negative = inhibition, actives largely listed as inhibitors | 360,000 tested, 0.46% active | AID 651768, 2012; also: potency is read from the fitted curve at half-maximal effect; % is scaled to controls: 0 for no effect and ±100 for the full control effect; nearly all actives have a fitted effect of over 55% in size
Target sequence (Q14191 whole entry, looked up): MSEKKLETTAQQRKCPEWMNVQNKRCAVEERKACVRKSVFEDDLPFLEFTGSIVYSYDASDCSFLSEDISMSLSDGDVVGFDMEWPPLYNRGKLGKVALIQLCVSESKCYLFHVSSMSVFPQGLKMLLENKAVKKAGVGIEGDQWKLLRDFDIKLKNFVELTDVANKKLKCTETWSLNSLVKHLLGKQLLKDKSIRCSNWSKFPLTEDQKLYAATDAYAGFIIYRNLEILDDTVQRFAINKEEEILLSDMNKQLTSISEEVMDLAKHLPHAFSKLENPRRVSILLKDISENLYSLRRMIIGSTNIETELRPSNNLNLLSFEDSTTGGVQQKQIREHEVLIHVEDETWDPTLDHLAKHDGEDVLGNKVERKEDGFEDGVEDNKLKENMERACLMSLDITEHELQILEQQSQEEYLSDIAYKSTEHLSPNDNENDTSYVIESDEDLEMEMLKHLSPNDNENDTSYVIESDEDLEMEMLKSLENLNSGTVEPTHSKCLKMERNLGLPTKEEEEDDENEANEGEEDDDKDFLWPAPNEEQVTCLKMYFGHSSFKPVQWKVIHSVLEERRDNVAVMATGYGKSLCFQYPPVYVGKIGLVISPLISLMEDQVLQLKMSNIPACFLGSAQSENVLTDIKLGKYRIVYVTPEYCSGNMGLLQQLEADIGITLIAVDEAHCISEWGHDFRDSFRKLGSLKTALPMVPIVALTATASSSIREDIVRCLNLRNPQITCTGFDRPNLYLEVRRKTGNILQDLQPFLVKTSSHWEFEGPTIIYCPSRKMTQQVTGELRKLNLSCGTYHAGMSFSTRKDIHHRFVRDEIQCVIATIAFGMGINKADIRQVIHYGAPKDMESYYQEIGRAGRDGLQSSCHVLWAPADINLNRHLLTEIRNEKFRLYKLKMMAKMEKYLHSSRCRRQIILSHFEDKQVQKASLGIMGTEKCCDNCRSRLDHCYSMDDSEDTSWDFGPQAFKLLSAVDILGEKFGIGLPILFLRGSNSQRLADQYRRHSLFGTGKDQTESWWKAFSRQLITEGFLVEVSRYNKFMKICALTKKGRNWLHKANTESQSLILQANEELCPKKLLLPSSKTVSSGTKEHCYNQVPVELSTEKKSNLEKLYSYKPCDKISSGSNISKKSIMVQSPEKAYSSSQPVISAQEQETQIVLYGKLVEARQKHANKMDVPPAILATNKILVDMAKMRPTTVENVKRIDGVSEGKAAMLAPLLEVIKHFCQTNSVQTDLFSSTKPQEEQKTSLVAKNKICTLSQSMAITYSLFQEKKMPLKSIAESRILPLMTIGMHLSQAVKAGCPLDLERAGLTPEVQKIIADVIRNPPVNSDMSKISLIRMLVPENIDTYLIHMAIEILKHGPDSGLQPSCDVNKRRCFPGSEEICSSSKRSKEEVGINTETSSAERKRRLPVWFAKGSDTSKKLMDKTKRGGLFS
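WRN at 20 nM final preincubated with compound 15 min at room temperature; reaction started with 100 nM fluorophore/quencher forked duplex oligonucleotide and 2 mM ATP final. Unwinding followed kinetically by red fluorescence (ex 525, em 598 nm).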
EPAC1 antag – qHTS for Antagonist of cAMP-regulated guanine nucleotide exchange factor 3 (EPAC1): primary screen; Potency, µM (doses to about 115 µM), inactives show at the top dose activity change, negative = inhibition, actives largely listed as inhibitors; 360,000 tested, 0.14% active; EPAC1 GEF assay, Rap1b-BODIPY-GDP exchange fluorescence;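 also: potency is read from the fitted curve at half-maximal effect; plate controls were vehicle for no effect and positive control for full effect; nearly all actives have a fitted effect of over 50% in size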
EPAC1 ag – qHTS for Agonist of cAMP-regulated guanine nucleotide exchange factor 3 (EPAC1): primary screen; Potency, µM (top dose mostly 154 µM), for inactives: top-dose activation, hits mostly activators; EPAC1 agonist qHTS, biochemical assay; response scale: 100% = response to 6.5 mM cAMP; 360,000 tested, 0.073% active; AID 720707, 2013; also: potency is read from the fitted curve at half-maximal effect; nearly all actives have a fitted effect of over 60% in size
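Nucleotide exchange assay: 100 nM EPAC1 with 250 nM Rap1B loaded with BODIPY-GDP and 50 uM GDP, room temperature. Fluorescence (480/540 nm) read every 5 min for 30 min; signal change normalized to 6.5 mM cAMP as full agonist.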
* = called active by the depositor; ? = inconclusive; . = no result given; & = joins results of further samples; [ ] = another dose, or the depositor's remark. Unless noted, calls follow the shape of the dose curve; as a rule, active = well fitted curve in the direction sought with a large enough effect; inconclusive = small, poorly fitted or top-dose-only effect, or another doubt; inactive = no such curve, though single readings can be large; an effect the other way counts as inactive or inconclusive. This is a random part of the collection; about 4.1% have a hit in one of these screens.

SMILES | FUS suppressor | PLK1 PBD block | PI5P4Ka inh | Abeta rescue | IL-2 act | WRN helicase inh | EPAC1 antag | EPAC1 ag
COc1cc2c(=O)n(CCC(=O)NCC3CCCO3)c(=O)n(CC(=O)Nc3ccccc3C)c2cc1OC (stereo not drawn) | -3%&-16% | -4% | 4 | 8%&-4% | -3.0 | -2% | 7% | 0%
Cc1cc(NC(=O)CSc2nnc(-c3ccco3)n2CC2CCCO2)no1 (stereo not drawn) | 12% | 0% | . | 16% | -3.9 | -10% | 13% | -8%
O=C(NCCN1CCN(c2ccccc2)CC1)Nc1cccc(Br)c1 | -13%&2% | -2% | -9 | 4%&-1% | -0.6 | -2% | -11% | -6%
CCCN(CC(=O)Nc1ccccc1C)C(=O)COc1c(Cl)cccc1Cl | . | -7% | -2 | -11% | 0.5 | 11% | 2% | 5%
O=C(CS(=O)Cc1ccccc1Cl)Nc1ccccc1Cl (stereo not drawn) | -3% | -6% | 2 | 15% | 0.4 | 4% | 1% | -2%
O=C(Nc1ccc2c(c1)OCO2)c1cccc(Cl)c1 | 0% | 1% | -6 | 1% | -0.8 | -9% | -4% | -8%
CCCc1nc2ccccc2c(=O)n1CCc1ccccc1 | 14% | -8% | 7 | 0% | 0.4 | -1% | -9% | 13%
COc1cc(CNC(=O)C2CC(O)CN2C(=O)Nc2ccccc2)cc(OC)c1OC (stereo not drawn) | -10% | -1% | -11 | 3% | -2.7 | 9% | 3% | -9%
C/C(=N/NC(=O)c1sc(=S)n(C)c1C)c1ccccc1 | -9% | -2% | 1 | -4% | 0.3 | 5% | 11% | -3%
CCc1cc(=O)oc2c3c(cc(OCC(=O)Nc4cccnc4)c12)OC(C)(C)CC3 | -8% | 4% | 0 | 9% | -0.7 | -4% | -18% | -2%
Nc1c(N(Cc2ccco2)C(=O)c2ccc(Cl)cc2)c(=O)[nH]c(=O)n1Cc1ccccc1 | . | 2% | -7 | -8% | -2.3 | 5% | 10% | 10%
CCN(CC)C(=O)c1sc(NC(=O)c2ccc(C)c([N+](=O)[O-])c2)c(C#N)c1C | -16% | -22% | -9 | -3% | 0.0 | -32% | -19% | 13%
Cc1cccc(-n2nc3c(c2NC(=O)CCC2CCCCC2)CS(=O)C3)c1C (stereo not drawn) | 19% | -12% | -1 | 0% | -0.3 | -6% | -14% | -35%[inhibitor]
COc1cc(/C=N/NC(=S)N/N=C/c2cc(OC)c(OC)c(OC)c2)cc(OC)c1OC | . | 4% | 4 | -2% | -2.4 | -8% | -7% | -18%
O=[N+]([O-])c1ccc(N2CCCC2)cc1NC(c1ccccc1)c1ccccc1 | -14% | -2% | 0 | 3% | 0.7 | -2% | 0% | 4%
CC1CCCCC12NC(=O)N(CC(=O)N1CCN(S(=O)(=O)Cc3ccccc3)CC1)C2=O (stereo not drawn) | 5% | -2% | -2 | -12% | 0.5 | 8% | -25% | -5%
COc1ccccc1-c1cc(=O)c2c(O)ccc([N+](=O)[O-])c2o1 | -11% | 2% | -5 | -19% | -1.5 | 2% | -4% | -10%
Cc1ccccc1NC(=O)CN1C(=O)NC(C)(c2ccc3c(c2)OCO3)C1=O (stereo not drawn) | 9% | 2% | -1 | 11% | 0.6 | -10% | 0% | 2%
CCc1c(C(C)S(=O)(=O)c2ccc(C)cc2)[nH]c(=O)n1-c1ccc(OC(F)(F)F)cc1 (stereo not drawn) | 24% | 27µM* | -6 | 25% | 1.0 | -16% | -21% | -13%
COc1ccc(OCCOC(=O)CNC(=O)c2ccc(F)cc2)cc1 | 27% | 2% | -1 | 6% | -0.1 | 2% | 8% | -8%
CCCc1nnc(SCC(=O)N2CCCCC2C)n1CCCOC (stereo not drawn) | 2% | -1% | 1 | 12% | -3.0 | 5% | 8% | -8%
Cc1cccnc1NC(=O)CSc1ncnc2sc(C)c(C)c12 | . | -18% | ? | 7% | 0.2 | -18% | 1% | 8%
Cn1nc([N+](=O)[O-])nc1Oc1ccccc1F | 0% | 24µM* | -4 | -7% | -1.1 | 10% | 1% | 12%
CCCCn1c(SCC(N)=O)nnc1-c1ccco1 | -2% | -8% | . | 7% | 0.0 | 4% | 3% | -1%
C=C1CCN(c2ccc(C(=O)NCc3ccc(C)cc3)cc2[N+](=O)[O-])CC1 | -24% | -11% | 1 | 11% | 0.5 | 1% | ? | 9%

Remaining list, next part:
SMILES | FUS suppressor | PLK1 PBD block | PI5P4Ka inh | Abeta rescue | IL-2 act | WRN helicase inh | EPAC1 antag | EPAC1 ag
CCOC(=O)c1[nH]ncc1CN1CCN(Cc2ccc(C)cc2)C(CCO)C1 (stereo not drawn) | 17% | -1% | -5 | -7% | 0.5 | 1% | -13% | 4%
O=c1[nH]c2ccccc2nc1Cc1ccccc1 | 5% | -15% | 1 | 1% | -0.3 | 2% | -23% | 12%
Cc1ccccc1NC(=O)c1ocnc1C | -13% | 4% | 2 | 1% | -2.3 | 3% | 14% | -3%
CCOc1ccc(S(=O)(=O)N2CCCCCC2)cc1 | 8% | -1% | . | -24% | 1.8 | -13% | -6% | 9%
CN(CC(=O)Nc1ccc(F)c(F)c1F)C1CCCCC1 | -1% | -14% | 0 | -4% | -2.6 | -2% | 8% | 7%
CC(C)CN(C(=O)COC(=O)c1ccc(Cl)c(N)c1)c1c(N)n(Cc2ccccc2)c(=O)[nH]c1=O | 14% | -1% | -3 | 2% | 1.3 | 2% | 5% | -7%
Cc1ccc(C(C)C)c(OCc2nc(-c3nonc3N)no2)c1 | -11% | -12% | 2 | -25% | -3.8 | -7% | -21% | -27%
CC1Sc2n(c3ccccc3[n+]2C)N=C1c1ccccc1 (stereo not drawn) | . | 0% | -3 | 8% | -4.2 | -1% | 1% | 1%
Cc1cc(C)cc(NC(=O)c2ccc([N+](=O)[O-])o2)c1 | 5% | -24% | -7 | -81%[inhibitor] | -0.4 | -3% | -11% | 3%
CC1(c2nnc(-c3ccc(F)cc3)o2)CC(c2cccc(Cl)c2)=NO1 (stereo not drawn) | 16% | -6% | 15 | -15% | 1.4 | -12% | -6% | 7%
Cc1ccc(-c2csc(NC(=O)CSc3nc(C)cc(=O)[nH]3)n2)cc1 | 38% | ? | . | -15% | 0.3 | -31% | 0% | -8%
COc1cccc(-c2cc(C(=O)Nc3cc(OC)c(OC)c(OC)c3)no2)c1 | ? | -6% | . | -10% | -1.8 | -11% | -25% | 19%
CCOC(=O)Cc1csc(SCc2nc3ccccc3c(=O)[nH]2)n1 | 1% | -2% | . | 20% | -0.9 | 3% | 11% | -4%
Cc1ccc(CNc2nc(N)c([N+](=O)[O-])c(Nc3cccc(F)c3)n2)cc1 | -8% | -2% | 1 | 13% | 1.8 | 0% | -15% | 25%
COc1ccc(NS(=O)(=O)c2cc(NC(=O)[C@H](C)NC(N)=O)ccc2N2CCCC2)cc1 | 30% | -10% | 3 | 2% | 3.3 | ? | -10% | 0%
COc1ccc(/C=C/C(=O)OCC(=O)NCCC2=CCCCC2)cc1OC | 43% | -1% | 3 | 28% | -0.5 | -2% | -33% | 2%
COc1ccc(C(=O)N/C(=C\c2ccc3c(c2)OCO3)C(=O)Nc2ccc(C(=O)O)cc2)cc1 | 38% | -5% | 8 | -13% | -0.9 | -5% | -3% | 4%
CSc1ccccc1NC(=O)CN(C)C(=O)c1ccc(NC(=O)c2cccs2)cc1 | 2% | 1% | 7 | 7% | 2.1 | -6% | ? | 1%
O=C(Nc1ccccc1)N1CCn2c1nc1ccccc12 | -6% | -1% | 8 | -14% | 1.1 | -10% | -7% | 1%
C=CCN1C(=O)C(C)(C)N(C(=O)c2cccc([N+](=O)[O-])c2)c2ccccc21 | 20% | -8% | 3 | -18% | 0.7 | -3% | -18% | 6%
Cc1cccc(N(C)S(=O)(=O)c2c[nH]c3ccc([N+](=O)[O-])cc23)c1 | 31% | 2% | -3 | 7% | 0.6 | -11% | -22% | -8%
O=C(Cc1ccc(S(=O)(=O)N2CCOCC2)s1)Nc1nc2c(s1)CCCC2 | 8.9µM* | ? | -66* | -2% | 0.5 | 35µM* | -18% | 9%
O=S(=O)(c1ccc(Cl)c(NC(=S)N/N=C/c2ccc(O)cc2)c1)N1CCOCC1 | . | -15% | ? | -3% | -0.5 | -29% | -15% | -12%
Cc1ccc(S(=O)(=O)N2CCC(C(=O)NCCCN3CCCC3=O)CC2)cc1 | 5% | -2% | 3 | 9% | -0.6 | -18% | -2% | 12%
CC(Sc1nc2ccccc2c(=O)n1Cc1ccco1)C(=O)c1ccccc1 (stereo not drawn) | 21% | -8% | . | 2% | -2.3 | -5% | 3% | 6%
C#CC(C)OC(=O)Nc1cnccc1C(F)(F)F (stereo not drawn) | -11% | -5% | 2 | 11% | -0.5 | -2% | -6% | 1%
O=S(=O)(c1cccc2cccnc12)N1CCN(c2ccccc2)CC1 | 0% | -3% | . | 6% | -0.7 | 0% | -6% | 4%
COc1cc(C(=O)OCC(=O)NCc2ccc(F)cc2)cc(NC(=O)c2cccs2)c1OC | 32% | -14% | 0 | -20% | -5.0 | -4% | -20% | 4%
Cc1ccc(C(=O)/C=C/c2c(C)nn(-c3ccccc3)c2Cl)cc1 | 31% | -12% | 15 | 21% | -0.6 | -19% | -15% | 19%

Four entries from above, as tab-separated lines:
Molecule	FUS suppressor	PLK1 PBD block	PI5P4Ka inh	Abeta rescue	IL-2 act	WRN helicase inh	EPAC1 antag	EPAC1 ag
Nc1c(N(Cc2ccco2)C(=O)c2ccc(Cl)cc2)c(=O)[nH]c(=O)n1Cc1ccccc1	.	2%	-7	-8%	-2.3	5%	10%	10%
CCCCn1c(SCC(N)=O)nnc1-c1ccco1	-2%	-8%	.	7%	0.0	4%	3%	-1%
CCCN(CC(=O)Nc1ccccc1C)C(=O)COc1c(Cl)cccc1Cl	.	-7%	-2	-11%	0.5	11%	2%	5%
CCOC(=O)Cc1csc(SCc2nc3ccccc3c(=O)[nH]2)n1	1%	-2%	.	20%	-0.9	3%	11%	-4%

From PubChem BioAssay
